GPR55 antagonists – inhibition of LPI-stimulated GPR55 beta-arrestin translocation – imaging, U2OS, beta-arrestin-GFP, LPI agonist, primary screen (AID 2013); U2OS GPR55 beta-arrestin-GFP translocation imaging, LPI antagonism; higher % means a stronger effect; hit rate 0.13% among 290,000; one-dose inhibition, % at 10 µM; IC50 in µM for titrated hits;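 active = spots per cell inhibited over 60%, with over 100 cells counted and total cytoplasm intensity under 500,000; inconclusive = wells with under 100 cells, flagged as likely toxic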;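 also: U2OS cells stably carrying GPR55 and arrestin-GFP stimulated by 5 µM LPI near EC80; imaged beta-arrestin-GFP aggregate spots per cell after agonist stimulation; plate controls were LPI-stimulated DMSO wells for no effect and DMSO wells without LPI for full effect; some results filed as inactive read as strong as hits; confirmed hits need IC50 under 10 µM and bright autofluorescent wells are also inconclusive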
Rac1 GTP hydrolysis – MgcRacGAP GTPase-activating activity inhibitors, confirmation, biochemical, ADP Hunter fluorescence; MgcRacGAP-stimulated Rac1 GTP hydrolysis, ADP Hunter fluorescence; higher % means a stronger effect; GST-tagged Rac1 F28L mutant substrate; one-dose inhibition, % at 30 µM; IC50 in µM for titrated hits; hit rate 0.6% among 340,000;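 active = first-screen hits whose inhibition reached a set limit at any dose in the follow-up dose series; inconclusive = inhibition above the set first-screen limit but never retested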;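 also: fluorescence reports GDP produced by GAP-driven GTP hydrolysis; strong numbers were not always called active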
HIV peptide binding – inhibitors of HIV fusion peptide binding, primary screen, biochemical, uHTS, fluorescence dequenching (AID 1986) | cell-free peptide binding, fluorescence dequenching, 30 min; higher % means a stronger effect | inhibition, % at 20 µM; hits with a dose series show IC50 in µM | hit rate 0.3% among 290,000; in the data active = inhibition mostly above about 52%, no sharp cut-off; inactive = mostly below about 76%; also: some results filed as inactive read as strong as hits
NS5 inhibitors – flavivirus cap methylation enzyme inhibition – biochemical, confirmation dose response, primary screen (AID 588689); Dengue-2 NS5 methyltransferase capping enzyme assay, biochemical; higher % means a stronger effect; hit rate 0.3% among 340,000; inhibition, % at 25 µM; hits with a dose series show IC50 in µM; in the data active = a potency from the dose series; inconclusive = inhibition above about 29% without an active follow-up result
RSV CPE inhibition – inhibition of RSV-induced cytopathic effect – HEp-2 cells, primary 10 µM value included (AID 2391). HEp-2 cells, RSV-induced CPE inhibition; higher % means a stronger effect. CPE inhibition, % at 10 µM, or IC50 in µM where a hit was titrated. hit rate 0.13% among 310,000; in the data active = a potency from the dose series; inconclusive = CPE inhibition mostly from about 23% at the one dose, without a potency; inactive = the rest, 99 in 100 with CPE inhibition below about 21%; also: strong numbers were not always called active
PhoP inhibition – inhibitors of PhoP regulon expression, primary screen, Salmonella Typhimurium, GFP reporter (AID 1863); hit rate 0.16% among 300,000; S. Typhimurium PhoP-regulated promoter GFP reporter, 4 h; higher % means a stronger effect; inhibition, % at 50 µM; hits with a dose series show IC50 in µM;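 active = inhibition over 29.93%, a cutoff 3 SD above the screen mean, later confirmed by dose response; inconclusive = inhibition over 29.93% but no dose response follow-up; inactive = inhibition at most 29.93% or unconfirmed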;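 also: 0% = low Mg2+ inducing control and 100% = high Mg2+ repressing control; strong numbers were not always called active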
UTI89 phage lysis – protection from phage-mediated lysis, alamar blue read-out – E. coli UTI89, K1F phage, bacterial capsule biogenesis inhibitors (AID 488966); E. coli UTI89 K1F phage lysis, alamar blue, 2 h; higher % means a stronger effect; one-dose inhibition, % at 100 µM; IC50 in µM for titrated hits; hit rate 0.02% among 340,000;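 active = phage lysis inhibition, versus mean bacterial control, above a set limit; inconclusive = no clear call, values can overlap the other calls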;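 also: capsule biogenesis inhibitors block K1F phage lysis so surviving cells raise fluorescence; higher fluorescence means more inhibition of phage lysis; actives were called in the ten point dose series up to 300 µM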
GPR35 antagonists – GPR35 antagonists blocking zaprinast-driven arrestin recruitment, primary screen, imaging, U2OS, beta-arrestin-GFP, zaprinast agonist (AID 2058); U2OS GPR35 beta-arrestin-GFP translocation imaging, zaprinast antagonism; higher % means a stronger effect; one-dose inhibition, % at 10 µM; IC50 in µM for titrated hits; hit rate 0.052% among 290,000;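 active = inhibition of at least 50% with at least 30 cells and total cytoplasm GFP at most 10,000,000; inconclusive = under 30 cells or total GFP of 10,000,000 plus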
Large T inhibition – TAg ATPase/helicase activity blockers – biochemical (AID 1903); hit rate 0.39% among 310,000; inhibition, % at 20 µM, or IC50 in µM where a hit was titrated; SV40 large T antigen ATPase/helicase inhibition assay; higher % means a stronger effect; in the data active = a potency from the dose series; inconclusive = inhibition mostly from about 32% at the one dose, without a potency; inactive = the rest, 99 in 100 with inhibition below about 32%; also: strong numbers were not always called active
NS5 inhibitors pilot replicate – also measured in NS5 inhibitors; calls as there; inhibition, %; measured here: pilot screen replicate inhibition
Numbers without * were called inactive; ? = inconclusive; · = not tested or not shown; & = joins results of further samples; [ ] = dose if it differs, or a comment.

SMILES | GPR55 antagonists | Rac1 GTP hydrolysis | HIV peptide binding | NS5 inhibitors | RSV CPE inhibition | PhoP inhibition | UTI89 phage lysis | GPR35 antagonists | Large T inhibition | others
Cc1ccccc1-c1nnc(SCC(=O)N2CCCC2)o1 | -17.4% | 1.9% | 1.5% | -7.3% | 0.7% | 0.7% | -0.1% | 1.4% | -3.3%
CCOc1ccc(S(=O)(=O)N2CCCCC2)c(C)c1C | -8.2% | 2.2% | 0.0% | -7.8% | · | 3.5% | 2.8% | -5.5% | -4.3%
Nc1nc(N)nc(-c2cccc(Cl)c2)n1 | · | 6.6% | · | 0.0% | 1.6% | · | -1.1% | · | ·
Cc1cc(NC(=O)c2ccccc2Cl)ccc1NC(=O)c1ccccc1Cl | 15.7% | -3.0% | 0.6% | -6.9% | 3.3% | -6.1% | 8.6% | -9.9% | 7.3%
O=C(C1CC(=O)N(c2ccc(F)cc2)C1)N1CCN(c2ccc(F)cc2)CC1 (centres undefined) | -14.8% | 0.3% | -0.7% | -13.4% | 1.4% | -4.9% | -1.0%[50 µM] | -16.6% | 2.5%
COc1cccc(NC(=O)CCc2nc(-c3cccs3)no2)c1 | 1.8% | 0.9% | -1.3% | -2.3% | 0.6% | 5.9% | 2.2% | 1.5% | 6.8%
O=C1c2ccccc2-c2onc3ccc(Oc4ccccc4)c1c23 | 4.2% | 8.0% | 24.5% | 26.1% | -3.7% | 2.2% | 0.1% | 0.7% | 7.7%
Cc1ccc(OCC(=O)Nc2ccc(F)cc2)c([N+](=O)[O-])n1 | 70.1% | -3.3% | -0.7% | 0.0% | 6.0% | 6.8% | -0.5% | -3.1% | 6.2%
O=C(C[n+]1ccc2c(c1)nnn2-c1ccccc1)c1ccc(Cl)cc1 | 12.7% | · | 3.4% | · | · | 2.7% | · | -14.4% | 3.9%
O=C(Nc1ccncc1)c1ccc(Cl)cc1 | 11.8% | 3.5% | 0.9% | -6.5% | 3.4% | 0.6% | 0.2% | -8.3% | 8.5%
c1ccc2c(c1)CNC1(CCCCC1)C2 | -6.5% | 13.3% | 0.7% | -0.7% | 1.7% | 8.8% | 0.3% | 6.3% | 2.3%
Cn1c(-c2ccc(F)cc2)cnc1NCc1ccccc1F | -7.3% | 25.9% | 0.0% | -0.4% | -0.5% | -3.7% | -2.2% | -4.0% | 28.4%
CCOC(=O)c1cc2c(=O)n3cccc(C)c3nc2n(Cc2ccco2)c1=NC(=O)c1ccccc1 | 14.8% | 16.1%&15.0% | 24.3% | 3.9%&9.4% | 1.6% | -6.5% | -4.7%&-0.1% | 6.2% | 7.8% | NS5 inhibitors pilot replicate=-4.6
CN(C)C(CNC(=O)c1cc(S(=O)(=O)N(C)Cc2ccccc2)ccc1Cl)c1ccco1 (centres undefined) | · | 1.6% | · | -5.8% | 0.9% | -3.8% | 0.5%[50 µM] | · | 28.9%
COc1cc(C(=O)Nc2ccc(NC(=O)C3CC3)nc2)cc(OC)c1OC | 5.0% | 5.4% | 1.0% | 1.5% | 2.1% | 9.3% | -0.3% | 6.9% | 8.4%
CCCCCCCCCC[N+](C)(C)CC/C=C1/c2ccccc2Sc2ccc(Cl)cc21 | 32.9% | 13.5% | 21.7% | -7.8% | -2.5% | 18.5µM* | -0.5% | 5.5% | ?
CCOC(=O)c1c(NC(=O)CSc2nnnn2C)sc(CC)c1C | -2.5% | 4.7% | -2.1% | 0.0% | ? | 5.3% | 1.4% | -9.5% | 4.6%
CCOc1ccc(/C=N/NC(=O)COc2ccccc2-c2ccccc2)cc1 | · | 7.2% | -0.4% | 1.6% | 1.9% | 2.4% | 1.6% | 25.7% | 12.2%
COc1ccc(-c2ccc(CCC(=O)O)n2CC(=O)Nc2ccccc2C)cc1 | 1.0% | · | 0.7% | 4.6% | 0.0% | -0.1% | -0.1% | 9.2% | 6.7%
COc1ccc(NC(=S)N2CCN(c3ncccn3)CC2)cc1 | 5.9% | 8.4% | 0.1% | -7.3% | 1.0% | -6.6% | 0.0% | 1.1% | 9.7%
O=C(Cc1ccccc1F)Nc1ccc(SC(F)F)cc1 | 19.1% | 8.5% | 5.9% | -2.7% | 15.8% | 1.8% | 0.0% | 0.9% | 14.0%
CC(NS(=O)(=O)OCC(Cl)(Cl)Cl)c1ccc(Br)cc1 (centres undefined) | 7.1% | 3.6% | -0.3% | -5.5% | 5.0% | 10.3% | -1.7% | 2.8% | 10.5%
COc1ccc(C(=O)N/N=C\c2ccoc2)cc1 | -4.9% | 8.4% | -0.1% | -3.3% | 0.9% | -7.5% | 1.1%[50 µM] | 0.3% | 13.4%
CCOC(=O)C1CCN(C(=O)COc2ccc(S(=O)(=O)NC(C)(C)C)cc2)CC1 | -4.2% | 4.4% | 1.2% | -2.4% | 0.5% | -9.2% | 3.2% | -12.0% | 0.3%
COc1cc(/C=C/C(=O)OCC(=O)N2CC(=O)Nc3ccccc32)ccc1O | 1.9% | ? | -2.3% | -5.6% | -0.2% | -3.2% | 0.1% | 1.0% | 12.6µM*
O=S(=O)(c1ccc2c(c1)CCN2)N1CCOCC1 | · | 1.3% | · | 3.8% | 0.6% | · | 0.4%[50 µM] | · | ·
O=C(CSc1nnc(-c2ccncc2)o1)N1CCCCCC1 | -0.7% | 2.0% | -0.4% | -5.2% | · | 1.9% | 0.5% | 0.8% | 15.2%
CC(C)C(=O)Nc1ccc(NC(=O)c2ccc([N+](=O)[O-])cc2Cl)cc1 | 8.5% | 9.7% | 4.4% | -5.8% | 1.8% | -4.5% | 4.7% | -2.1% | -0.7%
COc1ccccc1/C=C/CN1CC(C)OC(C)C1 (centres undefined) | 3.8% | 13.2% | 5.1% | -9.6% | 0.2% | 1.4% | 3.3% | 3.3% | -3.3%
CCNc1nc(Oc2ccc(C#N)cc2)cc(C(F)(F)F)n1 | 1.7% | 1.7% | -0.5% | -9.6% | -2.1% | -0.6% | -0.8% | -2.9% | 8.1%
COc1ccc2c(c1)c(CC(=O)Nc1ccc(C(C)=O)cc1)c(C)n2C(=O)c1ccc(Cl)cc1 | 21.0% | 8.5% | 14.8% | 0.0% | 16.8% | -5.4% | 2.5% | 0.5% | 14.4%
Cc1c(NC(=O)C(C)N2C(=O)C3CCCCC3C2=O)c(=O)n(-c2ccccc2)n1C (centres undefined) | 3.0% | 6.0% | 1.0% | -0.8% | 2.6% | 4.3% | 0.3% | 6.2% | -0.6%
CCC(C)(C)NC(=O)C(c1cccn1C)N(Cc1ccc(C)cc1)C(=O)Cn1nnc2ccccc21 (centres undefined) | 11.7% | 9.0% | -2.7% | -6.7% | 2.3% | -5.5% | 0.5% | 9.1% | 2.1%
CC1(C)CC(=O)C(CS(=O)(=O)c2ccccc2)=C(O)C1 | 14.0% | 15.9% | -0.8% | -41.6% | 0.8% | -3.9% | -0.9%[50 µM] | 4.3% | 19.5%
O=C(O)c1ccc(NC(=O)c2cccc(N3C(=O)C4C5CCC(C5)C4C3=O)c2)cc1 (centres undefined) | -8.0% | 5.7% | 2.9% | -6.2% | 1.1% | -0.9% | 5.3% | 0.8% | 8.8%
COc1cccc(NC(=O)CN2CCN(CC(=O)Nc3ccccc3Cl)CC2)c1 | -3.5% | 10.1% | 0.2% | -7.2% | 2.2% | 7.4% | -0.1% | -7.9% | 4.5%
COc1ccc(CC(=O)Nc2ccc(OC)c(NC(=O)c3ccco3)c2)cc1 | -5.5% | 4.2% | 1.3% | -5.7% | 4.8% | -11.7% | -1.6% | 5.0% | 11.9%
O=C(O)C1CCN(C(=O)c2ccco2)CC1 | -5.1% | 3.1% | 1.9% | · | 0.2% | -2.9% | 9.4% | -11.5% | 6.7%
CCOC(=O)c1ccc(NC(=O)Cn2ccc([N+](=O)[O-])n2)cc1 | 10.2% | 3.5% | 0.4% | 1.2% | 0.9% | 0.7% | 0.0% | -6.9% | 5.4%
COc1ccc(N2CC(NC(=O)NC(C)(C)C)CC2=O)cc1 (centres undefined) | 4.3% | 3.5% | 0.1% | -2.9% | 1.5% | -6.1% | 4.4% | 1.3% | 17.6%
COc1cc(CNc2ccc3[nH]c(=O)[nH]c3c2)cc(Br)c1OCc1ccccc1F | 5.2% | 9.3% | -1.7% | -1.3% | 0.4% | 8.4% | 0.5%[50 µM] | 0.8% | -19.1%
CCn1c(SCC(=O)Nc2nc3ccc(OC)cc3s2)nnc1-c1ccoc1C | -2.4% | 3.0% | -0.7% | 0.8% | 0.3% | 25.1% | 1.3% | -9.2% | 2.6%
CCCCNC(=O)COC(=O)c1cc(C)oc1C | 4.9% | 1.5% | 0.0% | -1.6% | 4.5% | -1.5% | -0.1% | -2.8% | 11.1%
C/C(Cc1ccccc1)=N\NC(=O)c1ccccn1 | -4.3% | 3.5% | -1.3% | -6.5% | -0.1% | -1.9% | 0.9%[50 µM] | -4.7% | -4.0%
Cc1ccc(NC(=O)CN2CCOCC2)cc1 | 4.3% | 0.0% | -0.8% | -4.6% | 0.8% | 3.3% | 0.1% | -7.3% | 3.6%
CCOC(=O)C1C(=O)CC(C)(O)C(C(=O)OCC)C1c1ccc(C)s1 (centres undefined) | -11.5% | 7.5% | -2.5% | -0.8% | 1.1% | 24.4% | 0.3% | 8.3% | 7.7%
CCOc1ccc(NC(=O)C(C)NS(=O)(=O)c2ccc(NC(C)=O)cc2)cc1 (centres undefined) | 11.1% | 5.6% | 0.3% | -1.5% | -0.4% | 4.4% | 0.1% | -0.5% | 8.0%
COc1ccc(Cl)cc1C(=O)N1CCN(c2ccccn2)CC1 | -4.3% | 3.8% | -2.1% | -1.6% | · | -5.7% | 0.3% | 0.0% | 9.1%
Cc1ccc(S(=O)CCNC(=O)Cc2ccc(Cl)cc2)cc1 (centres undefined) | 25.4% | 5.0% | 0.7% | -0.7% | -1.3% | 6.5% | 0.5% | -6.9% | 11.0%
